# FN deposition inh: inhibitors of fibronectin matrix deposition, primary screen, AH1F cells, Alexa488-fibronectin fluorescence, plate reader. AH1F fibroblasts, overnight. inhibition, % at 12.6 µM. 350,000 tested, 0.086% active. AID 743247, 2014;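 active = mean inhibition across replicates of 30% or more, regardless of how many single replicates reach that level; inconclusive = mean under 30% yet at least half of replicates reach 30%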;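 note: positive control wells lacked labelled fibronectin entirely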
#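 Assay system: AH1F fibroblasts assembling fluorescent fibronectin matrix; Amount: 10000 AH1F cells per well; Buffer or medium: DMEM, 2% serum; Probe or stimulus: Alexa488-fibronectin, 24 nM final in well; Doses: single compound dose, delivered by pin transfer; Incubation: 1 h adhesion, overnight exposure; Measured by: fluorescence 485/525 nm; Read-out: fibronectin deposition inhibition.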
# EWS-Fli block: EWS/Fli-driven NR0B1 reporter inhibitors, primary screen, A673 cells, NR0B1 luciferase, luminescence, MLPCN library. viability-normalised. inhibition, % at 12.6 µM. 350,000 tested, 0.67% active;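 active = mean inhibition of at least 50% after viability correction, with every replicate also passing that limit; inconclusive = mean reaches 50% but only one of two replicates passes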;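 note: firefly luciferase signal divided by Alamar Blue viability fluorescence both relative to DMSO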
# INS-1E GSIS act: GLuc luminescence reporter in INS-1E cells, primary screen for activators of glucose-dependent secretion of insulin | INS-1E GLuc reporter insulin secretion, 2-3 h | activation, % at 16.6 µM | 370,000 tested, 0.61% active;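 active = lowest replicate activation of at least 40%, so every replicate reaches that level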;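 note: 0% = median of neutral control wells and 100% = median of IBMX positive control wells; some compounds called inactive have numbers as strong as hits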
# DENV2 CPE rescue: inhibitors of DENV2 cytopathic effect, primary screen, cell-based, plate reader, single concentration; DENV2-infected cells, cytopathic effect rescue; CPE inhibition, % at 9.99 µM; 350,000 tested, 1.7% active; in the data active = CPE inhibition above about 20%, passing the limit was not always enough; inconclusive = no clear call, values can overlap the other calls; tested in BHK-21 cells;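 note: 0% = median of neutral control wells and 100% = median of positive control wells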
# PAX8 reporter: inhibitors of PAX8-driven TPO luciferase reporter, primary screen, RMG-I cells, single concentration; inhibition, % at 12.6 µM; AID 652154, 2013; SteadyGlo, 24 h; 360,000 tested, 1.2% active;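 active = mean replicate inhibition at least 60% with every replicate also reaching 60%; inconclusive = only one of the two criteria is met; inactive = mean below 60% and not all replicates reaching 60%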;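 note: luciferase light reporting Pax8 driven TPO promoter activity; plate controls were median of neutral control wells for no effect and mitoxantrone controls for full effect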
# miR122 inh: miR-122 Renilla sensor signal increase in Huh7, primary screen, miR-122 inhibitor project, cell-based, single point, plate reader | activation (reporter increase), % at 12.5 µM | Huh7 miR-122 Renilla luciferase sensor, 48 h; neutral wells = 0, positive control = 100 | 340,000 tested, 0.3% active;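 active = mean replicate activation score at least 90 and every replicate individually at or above 90; inconclusive = only one of the two criteria met; inactive = neither criterion met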;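 note: higher luciferase means less miR-122 activity so hits act as miR-122 inhibitors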
# CFTR F508del cor: F508del CFTR correction, initial screen, CFBE line, single point | CFBE cells, YFP halide quenching; stimulated with forskolin plus potentiator P3; % fluorescence drop versus neutral controls | activity (quench increase), % at 7.58 µM | 350,000 tested, 0.36% active;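 active = mean added fluorescence quench of at least 8% versus neutral control, with both replicates also reaching 8%; inconclusive = only one of the mean or replicate conditions met; inactive = mean below 8% and not both replicates reaching 8%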;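 note: cells transiently co-express mutant CFTR-F508del with the halide-sensitive YFP; corrector assay measuring rescue of mutant channel to the surface after 24 h compound exposure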
# * = called active by the depositor; ? = inconclusive; · = not tested or not shown; [ ] = dose if it differs, or a comment.
No.	compound	DENV2 CPE rescue	miR122 inh	PAX8 reporter	FN deposition inh
1	COc1ccccc1NC(=O)CCc1nnc2ccc(NCc3ccco3)nn12	3	-2	12	-3
2	CC(=O)Nc1nc2cccc([N+](=O)[O-])c2s1	·	·	-27	7
3	O=C(CCCN1C(=O)c2cccc3cccc(c23)C1=O)N1CCN(c2ccc(F)cc2)CC1	6	·	34	0
4	CC(C)(C)Cc1c(-c2ccc(Cl)cc2)nc2c(Cl)cc(C(F)(F)F)cn12	-14	0	-3	-7
5	CO[C@@H]1CN(C)C(=O)c2cc(NC(=O)Nc3ccc(F)cc3)ccc2OC[C@@H](C)NC[C@@H]1C	13	0[16.7 µM]	·	4
6	Cc1ccnc(NC(=O)CCC(=O)N(CC(=O)NCCc2ccccc2)c2ccccc2F)c1	7	·	9	1
7	O=C(NCc1ccccc1)[C@@H]1CCCN1C(=O)[C@@H](NS(=O)(=O)c1ccc(F)cc1F)c1ccccc1	14	·	34	4
8	CN(C)S(=O)(=O)Oc1ccccc1C(=O)Nc1ccc(F)cc1F	-4	·	-19	·
9	COc1cc2oc3ccc(C#Cc4ccccn4)cc3c(=O)c2cc1OC	-3	-6	-7	-2
10	O=C1NC(=O)/C(=C/c2cc3c(cc2Br)OCO3)S1	22*	-2	16	-3
11	CC(=O)N1c2ccc(S(=O)(=O)N3CCC(C(=O)N4CCN(c5cc(Cl)ccc5C)CC4)CC3)cc2CC1C (configuration not stated)	2	-3	24	4
12	CC(=O)N(C)c1ccc(N=Nc2c(C)[nH]n(C(N)=S)c2=O)cc1	-8	·	-88	2

No.	INS-1E GSIS act	CFTR F508del cor	EWS-Fli block
1	1	-0.9	-7
2	6	1.5	-28
3	7	2.7	-16
4	17	-0.9	8
5	18	2.3	2
6	12	-3.9	0
7	-14	2.2	-11
8	0	0.9	16
9	·	1.4	-28
10	-41	3.2	2
11	-2	-2.5	16
12	-10	0.3	-24

# Following part
No.	compound	DENV2 CPE rescue	miR122 inh	PAX8 reporter	FN deposition inh
13	CCNC(=O)C[C@H]1CC[C@H]2[C@@H](COC[C@H](O)CN2C(=O)c2cccnc2)O1	94*	0[16.7 µM]	-34	1
14	CC(C)NC(=O)N(C)C[C@H]1OCCCC[C@H](C)Oc2ccc(NC(=O)c3ccccc3)cc2C(=O)N([C@@H](C)CO)C[C@H]1C	-6	3[16.7 µM]	2	·
15	OCCC1CN(Cc2cccc(OC3CCCC3)c2)CCN1Cc1ccsc1 (configuration not stated)	4	·	1	4
16	C[C@@H]1CN([C@H](C)CO)C(=O)c2cc(C#CC(C)(C)O)cnc2O[C@@H]1CN(C)C(=O)C1CCC1	6	·	1	·
17	CC(=O)Nc1cc(-c2ccccc2N(C)C)cn2c(-c3ccccc3)cnc12	0	0	-2	9
18	Oc1cccc(/C=N/Nc2ncnc3c2ncn3Cc2ccccc2)c1	·	-3	-13	-7
19	Cc1cc(C)nc(CCNC(=O)C2CCC(=O)N(Cc3ccccc3F)C2)n1 (configuration not stated)	-5	5	-14	-1
20	Cc1cc(CNC(=O)Cn2cc([N+](=O)[O-])cn2)c2ccccc2n1	3	-2	-2	-26
21	C/C=C/c1ccc([C@@H]2[C@H](CO)N3CCCCN(S(=O)(=O)c4ccc(OC)cc4)C[C@@H]23)cc1	-3	5[16.7 µM]	1	-8
22	COc1ccc(CNC(=O)Nc2ccc(C)cc2C)cc1	2	-3	-17	·
23	NS(=O)(=O)c1ccc(CCNC(=O)CCCn2c(=O)[nH]c3ccc(Br)cc3c2=O)cc1	5	·	12	3
24	CCCOc1ccc(/C=C/C(=O)Nc2ccc([N+](=O)[O-])cc2)cc1	·	-5	27	3

No.	INS-1E GSIS act	CFTR F508del cor	EWS-Fli block
13	13	1.0	-15
14	0	-0.9	·
15	-18	-0.8	19
16	5	-1.7	-6
17	-2	1.3	8
18	-25	·	·
19	3	-2.0	-10
20	-15	-3.1	-18
21	-5	0.8	0
22	-11	0.9	-14
23	-12	6.8	4
24	·	·	·

# In another format: entries from further up
15. OCCC1CN(Cc2cccc(OC3CCCC3)c2)CCN1Cc1ccsc1 (configuration not stated)
  DENV2 CPE rescue: 4; miR122 inh: ·; PAX8 reporter: 1; FN deposition inh: 4; INS-1E GSIS act: -18; CFTR F508del cor: -0.8; EWS-Fli block: 19
16. C[C@@H]1CN([C@H](C)CO)C(=O)c2cc(C#CC(C)(C)O)cnc2O[C@@H]1CN(C)C(=O)C1CCC1
  DENV2 CPE rescue: 6; miR122 inh: ·; PAX8 reporter: 1; FN deposition inh: ·; INS-1E GSIS act: 5; CFTR F508del cor: -1.7; EWS-Fli block: -6
17. CC(=O)Nc1cc(-c2ccccc2N(C)C)cn2c(-c3ccccc3)cnc12
  DENV2 CPE rescue: 0; miR122 inh: 0; PAX8 reporter: -2; FN deposition inh: 9; INS-1E GSIS act: -2; CFTR F508del cor: 1.3; EWS-Fli block: 8
18. Oc1cccc(/C=N/Nc2ncnc3c2ncn3Cc2ccccc2)c1
  DENV2 CPE rescue: ·; miR122 inh: -3; PAX8 reporter: -13; FN deposition inh: -7; INS-1E GSIS act: -25; CFTR F508del cor: ·; EWS-Fli block: ·

# Later entries.
No.	compound	DENV2 CPE rescue	miR122 inh	PAX8 reporter	FN deposition inh
25	Cc1ccc(Cc2c(-c3ccc(C#N)cc3)nc3c4ccccc4ccn23)cc1	1	7	-46	4
26	O=C(c1cc(F)c(F)cc1Cl)N1CCOCC1	·	-4	3	1
27	COc1ccc(F)cc1S(=O)(=O)n1nc(C)cc1C	-2	3	-7	-3
28	Cc1ccc(NC(=O)CNC(=O)c2ccco2)cc1	-3	1	-70	3
29	COc1ccc(-c2ccc(SCC(=O)NCC3CCCO3)nn2)cc1OC (configuration not stated)	6	-4	5	6
30	Cc1noc(C)c1S(=O)(=O)Nc1ccc2c(c1)CC(=O)N([C@@H](C)CO)C[C@H](C)[C@@H](CN(C)Cc1ccc3c(c1)OCO3)O2	-1	2[16.7 µM]	3	·
31	CCc1cnc(N2[C@H](CO)[C@@H](c3ccccc3)[C@@H]2C#N)s1	-4	·	-15	-4
32	COCC(=O)N(C[C@@H]1[C@@H](c2ccccc2)[C@H](CO)N1C(=O)NC(C)C)C(C)C	1	67[16.7 µM]	-2	·
33	COc1ccc(-c2ccc([C@@H]3[C@@H](CO)N4CCCCN(C(=O)c5ccc(F)cc5)C[C@@H]34)cc2)cc1	-5	-8[16.7 µM]	-2	·
34	CCC(=O)N1CC2(C1)CN(Cc1ccccc1Cl)[C@@H](CO)c1[nH]c3cc(OC)ccc3c12	2	·	·	·
35	Cc1nnc(Sc2cc(C(=O)NCCCN(C)Cc3ccccc3)c3ccccc3n2)s1	·	·	21	·
36	Cc1ccn2c(-c3csc(Nc4ccc(C(=O)O)cc4)n3)c(C)nc2c1	?	3	5	3

No.	INS-1E GSIS act	CFTR F508del cor	EWS-Fli block
25	3	1.1	-5
26	·	·	·
27	4	-2.0	-3
28	2	-1.6	-42
29	75*	-1.3	-20
30	-2	0.5	3
31	2	-3.9	-8
32	7	3.8	2
33	-13	-1.0	·
34	21	-0.8	8
35	-5	·	4
36	1	-2.6	4

# Next structures:
No.	compound	DENV2 CPE rescue	miR122 inh	PAX8 reporter	FN deposition inh
37	CC1CC(C)(C)Nc2ccc(N=O)cc21 (configuration not stated)	8	·	60	4
38	C[C@@H]1CCCCO[C@H](CN(C)S(=O)(=O)c2ccccc2)[C@@H](C)CN([C@@H](C)CO)C(=O)c2cc(NC(=O)CCCN(C)C)ccc2O1	111*	6[16.7 µM]	-19	2
39	CCN(CC)S(=O)(=O)c1ccc2c(c1)nc(CCC(=O)O)n2CC	-7	·	-7	-4
40	NS(=O)(=O)c1ccc(CCNC(=O)CCCCCNc2nc(=S)[nH]c3ccccc23)cc1	-5	·	·	-3
41	COC(=O)C[C@@H]1CC[C@H]2[C@@H](COc3ccc(NC(=O)c4cc(F)cc(F)c4)cc3C(=O)N2C)O1	4	-17[16.7 µM]	14	-6
42	COc1ccc(-c2cc(=O)c3ccccc3s2)cc1	-3	10	·	·
43	COc1ccc(-n2nnnc2-c2cccc(OC)c2)cc1	·	44	25	9
44	CCCN(C)C[C@@H]1Oc2cc(-c3ccc(C)cc3)ccc2S(=O)(=O)N([C@H](C)CO)C[C@@H]1C	2	-3[16.7 µM]	·	-17
45	C[C@H](CO)N1C[C@H](C)[C@H](CN(C)C(=O)Nc2ccc3c(c2)OCO3)Oc2c(NC(=O)Nc3ccc4c(c3)OCO4)cccc2C1=O	16	-7[16.7 µM]	-23	·
46	C[C@H]1CN([C@@H](C)CO)S(=O)(=O)c2ccc(C3=CCCC3)cc2O[C@H]1CN(C)C(=O)C1CCOCC1	-6	-7[16.7 µM]	12	1
47	CCn1cnc2cc(NC(=O)COc3ccc(C)cc3)ccc21	1	-2	39	21
48	O=S(=O)(NCc1ccc2c(c1)OCO2)c1ccc(Cl)s1	-4	·	3	3

No.	INS-1E GSIS act	CFTR F508del cor	EWS-Fli block
37	-38	?	37
38	14	-0.2	-5
39	16	-4.6	-6
40	6	1.4	-8
41	-7	-1.4	8
42	-6	0.7	-42
43	·	·	·
44	-7	-1.8	13
45	2	-4.8	-2
46	-2	0.4	-17
47	-4	0.5	7
48	41	-2.8	4

# The results go on.
No.	compound	DENV2 CPE rescue	miR122 inh	PAX8 reporter	FN deposition inh
49	CCOc1ccc(CCNC(=O)C2CCC(=O)N2C2CCCCC2)cc1OCC (configuration not stated)	-4	0	·	·
50	Cc1nnsc1-c1onc(C)c1C(=O)Nc1cc(Cl)cc(Cl)c1	-7	·	12	1
51	CC(C)(C)CN1C(=O)C(=O)NC[C@H]1Cc1cccc2ccccc12	-7	5	-13	9
52	Cc1[nH]n(C(N)=S)c(=O)c1N=Nc1cc(C(F)(F)F)ccc1Cl	-10	·	14	-5
53	CC(C)(C)S(=O)(=O)/C(C#N)=C/c1sccc1C1OCCO1	-1	·	-19	3
54	Cc1ccc(S(=O)(=O)N2CCCC(C(=O)N(Cc3cccs3)C3CC3)C2)cc1 (configuration not stated)	·	1	6	-1
55	COc1ccc(C#Cc2cnc3c(c2)C(=O)N([C@@H](C)CO)C[C@@H](C)[C@H](CN(C)C(=O)c2ccccc2F)O3)cc1	3	-11[16.7 µM]	·	-11
56	COc1ccc(OCCC(=O)Nc2nccs2)cc1	1	0	-26	-1
57	CC1CCN(CCOc2cc(Cl)ccc2Cl)CC1	-4	1	·	·
58	CCOc1ccc(N(C(=O)CNC(=O)c2ccco2)C(C(=O)NCC2CCCO2)c2ccccc2)cc1 (configuration not stated)	0	·	2	-7
59	COC(=O)C12OCC34C(CC5C(C)=C(O)C(=O)CC5(C)C3C(O)C1O)OC(=O)C(OC(=O)C=C(C)C)C24 (configuration not stated)	?	-5	99*	10
60	Cc1onc(-c2c(Cl)cccc2Cl)c1NC(=O)NNc1c(Cl)cncc1Cl	2	·	37	25
61	CC(C)C(C(=O)NC1CCCC1)N(CC1CCCO1)C(=O)CNS(=O)(=O)c1ccccc1 (configuration not stated)	8	14	-14	1
62	CCOC(=O)c1c(C)[nH]c(C(C)=O)c1C	·	4	-14	-1
63	Cn1c(SCC(=O)N2CCCC2)nc2c(c1=O)SCC2	59*	-13	8	5

No.	INS-1E GSIS act	CFTR F508del cor	EWS-Fli block
49	-5	4.1	1
50	-32	1.6	8
51	·	0.3	-1
52	-4	-1.3	30
53	·	-0.3	-71
54	·	·	·
55	-9	3.5	16
56	-2	0.2	-3
57	21	0.0	-3
58	-8	0.5	3
59	-33	-7.6	44
60	0	-0.4	-7
61	13	-3.0	-6
62	·	·	·
63	·	2.5	6

# Assay outcomes deposited in PubChem BioAssay by Broad Institute.
